Jurkat NFkB inh: inhibitors of induced NF-kB luciferase reporter, primary screen, TCR NF-kB activation inhibitor project, cell-based, luminescence, uHTS. Jurkat, PMA/ionomycin-induced NF-kB luciferase reporter. inhibition, % at 4 µM. AID 435003, 2010. 330,000 compounds, 0.53% hits; in the data active means inhibition above about 50%
tim23-1 inh: growth inhibitors of tim23-1 mutant yeast, primary screen, luminescence, uHTS; S. cerevisiae tim23-1 growth, BacTiter-Glo luminescence, 24 h; inhibition, % at 20 µM; 330,000 compounds, 1.3% hits;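 active means growth inhibition of the mutant yeast at or above 50%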;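 further: temperature-sensitive mutant grown at 25 °C; plate controls were DMSO-treated mutant yeast for no effect and medium wells lacking yeast for full effect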
XBP1 UPR activ: activators of adaptive XBP1 UPR arm, primary screen, cell-based, CHO-XBP1 luciferase reporter, luminescence, uHTS; 330,000 compounds, 0.33% hits; IRE1-XBP1 UPR activation; percent of tunicamycin response, DMSO as zero; activation, % at 20 µM; AID 463104, 2010;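 active means versus positive control, 20 µM dose yields 30% or more activation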;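 further: 100% = tunicamycin at 10 µg/mL and 0% = DMSO only wells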
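Test system: CHO-XBP1 luciferase reporter cells | Buffer or medium: Serum-containing F12 medium, 10% FBS | Schedule: 6 h compound exposure at 37 °C, 5% CO2 | Detection: Steady-Glo luciferase glow luminescence, 10 min after reagent addition | Read-out basis: Activation, % of tunicamycin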
CHOP UPR activ: activators of apoptotic CHOP UPR arm, primary screen, cell-based, CHO-CHOP luciferase reporter, luminescence, uHTS | UPR activation; percent of tunicamycin response over DMSO baseline | activation, % at 10 µM | 330,000 compounds, 0.34% hits | AID 449763, 2010;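 active means at 10 µM dose, activation of 40% or more, normalized to positive control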;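 further: 100% = tunicamycin at 10 µg/mL and 0% = DMSO alone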
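Assay system: CHO cells with stable CHOP pathway luciferase reporter; Buffer or medium: F12 plus 10% serum; Times: 16-18 h cell attachment, then 6 h compound exposure, 37 °C; Signal: luciferase luminescence; Read-out basis: percent activation relative to tunicamycin control; Control set: tunicamycin high control, DMSO low control.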
Mdm2 MdmX PPI: inhibitors of human Mdm2-MdmX association, primary screen, cell-based, luminescence, split luciferase, SaOS-2, uHTS | Protein Mdm4 (Homo sapiens) + E3 ubiquitin-protein ligase Mdm2 (Homo sapiens), … | SaOS-2 split-luciferase Mdm2/MdmX complementation | inhibition, % at 8 µM | 330,000 compounds, 3% hits;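 active means inhibition of at least 50% at 8 µM in the primary screen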
Target sequence (O15151 whole entry, looked up): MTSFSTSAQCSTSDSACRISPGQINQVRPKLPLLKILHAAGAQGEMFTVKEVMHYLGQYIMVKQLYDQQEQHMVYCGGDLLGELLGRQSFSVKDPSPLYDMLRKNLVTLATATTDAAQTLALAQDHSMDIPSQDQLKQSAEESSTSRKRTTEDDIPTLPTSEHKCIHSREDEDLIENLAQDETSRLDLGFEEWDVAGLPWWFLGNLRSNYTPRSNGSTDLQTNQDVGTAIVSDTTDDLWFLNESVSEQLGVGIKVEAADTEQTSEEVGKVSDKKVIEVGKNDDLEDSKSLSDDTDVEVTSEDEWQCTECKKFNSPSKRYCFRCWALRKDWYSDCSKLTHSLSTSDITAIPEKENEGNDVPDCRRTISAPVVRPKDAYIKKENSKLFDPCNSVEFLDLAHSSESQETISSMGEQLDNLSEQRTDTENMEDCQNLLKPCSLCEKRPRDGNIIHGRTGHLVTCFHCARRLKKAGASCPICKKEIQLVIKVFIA
Target sequence (Q00987 whole entry, looked up): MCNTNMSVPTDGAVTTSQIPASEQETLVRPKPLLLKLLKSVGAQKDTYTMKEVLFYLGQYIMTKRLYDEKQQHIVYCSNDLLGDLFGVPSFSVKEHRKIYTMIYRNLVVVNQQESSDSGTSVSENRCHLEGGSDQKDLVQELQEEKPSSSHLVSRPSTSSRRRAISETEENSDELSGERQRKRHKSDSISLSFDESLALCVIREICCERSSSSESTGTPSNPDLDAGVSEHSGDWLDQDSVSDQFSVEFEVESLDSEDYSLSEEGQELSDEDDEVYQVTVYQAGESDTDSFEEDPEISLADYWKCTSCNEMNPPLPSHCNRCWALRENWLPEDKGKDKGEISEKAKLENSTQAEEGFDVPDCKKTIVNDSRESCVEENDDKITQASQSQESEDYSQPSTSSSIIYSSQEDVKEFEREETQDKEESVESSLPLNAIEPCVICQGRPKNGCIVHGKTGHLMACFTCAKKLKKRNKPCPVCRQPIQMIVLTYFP
tim10-1 inh: growth inhibitors of tim10-1 mutant yeast, primary screen, luminescence, uHTS | S. cerevisiae tim10-1 ts strain growth, BacTiter-Glo, 24 h | inhibition, % at 20 µM | 330,000 compounds, 2.2% hits;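 active means inhibition of at least 40%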;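 further: mutant grown at 25 °C; 0% = DMSO wells with yeast and 100% = wells holding no yeast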
697 NFkB inh: inhibitors of PMA/ionomycin-induced NF-kB reporter, 697 cells, primary screen, B-cell NF-kB inhibitor project, cell-based, luminescence, uHTS; 330,000 compounds, 0.33% hits; 697 B-cell NF-kB luciferase reporter, 16 h; AID 435022, 2010; inhibition, % at 4 µM; in the data active means inhibition above about 35%
TIM10 inh: growth inhibitors of isogenic TIM10 control yeast, primary screen, counter-screen for tim10-1 yeast inhibitor project, luminescence, uHTS; inhibition, % at 10 µM; S. cerevisiae TIM10 strain growth, BacTiter-Glo luminescence, 24 h; AID 463195, 2010; 330,000 compounds, 1.4% hits;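 active means inhibition of 40% or more at the single tested concentration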;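 further: wild-type TIM10 isogenic control strain grown at permissive 25 °C; 0% = DMSO yeast wells and 100% = minimal medium wells without yeast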
The depositor's hits bear a star.

SMILES | Jurkat NFkB inh | tim23-1 inh | XBP1 UPR activ | CHOP UPR activ | Mdm2 MdmX PPI | tim10-1 inh | 697 NFkB inh | TIM10 inh
CN(CCc1ccccn1)C(=S)Nc1cccc(S(=O)(=O)N(C)C)c1 | -10.1 | 14.2 | -4.8 | 2.1 | -12.4 | 15.4 | 8.5 | -10.7
O=C(CSc1nnc(-c2ccco2)n1Cc1ccco1)N1CCOCC1 | -3.5 | 4.7 | -3.3 | -1.8 | -0.4 | -4.0 | 19.5 | 5.8
CC(C)NC(=O)N(C)C[C@H]1Oc2ccc(NS(=O)(=O)c3cn(C)cn3)cc2C(=O)N([C@H](C)CO)C[C@@H]1C | 8.5 | 6.2 | 0.1 | -0.1 | -39.3 | -9.3 | 9.5 | -4.8
CCC(C)N(C(=O)COc1ccc(Cl)c2cccnc12)C1CCS(=O)(=O)C1 (stereo unspecified) | -7.2 | -0.9 | 0.0 | -0.5 | 6.4 | 12.6 | -2.0 | -5.7
CCN(CC)CCn1c(NCc2ccco2)nc2ccccc21 | 1.2 | -0.9 | -4.0 | -0.7 | 7.6 | 2.8 | -11.1 | -2.6
NC(=O)C1CCN(C(=O)COc2ccc3c4c(c(=O)oc3c2)CCC4)CC1 | 9.7 | -13.3 | -2.4 | 1.8 | 15.8 | -13.0 | 20.4 | -6.8
COc1ccc(/C=C/C(=O)NCc2cn(C)nc2C)cc1COc1ccc(Br)cc1 | -0.6 | 23.3 | -2.7 | 0.4 | 4.7 | 40.4* | -21.4 | 18.7
CC(C)Sc1nc2c(cnn2-c2ccccc2)c(=O)[nH]1 | 6.4 | 0.5 | 5.4 | -1.1 | -3.3 | 11.2 | 6.1 | -4.7
O=C(O)C(Oc1ccc2cc(-c3ccc(Cl)cc3)c(=O)oc2c1)c1ccccc1 (stereo unspecified) | -6.3 | 14.3 | -5.4 | 0.1 | 6.6 | 4.1 | -3.2 | 9.7
COc1cc(-c2ccc3c(=O)c4ccccc4n(C)c3c2)cc(OC)c1OC | -14.3 | 14.3 | 10.8 | 3.2 | 36.0 | 26.7 | -23.3 | 12.5
CCOC(=O)COn1c(=O)c(-c2ccc(F)cc2)[n+]([O-])c2ccccc21 | -14.9 | -0.4 | -3.7 | 1.3 | 17.3 | 21.9 | -3.9 | -11.3
O=[N+]([O-])c1cc2cccnc2c2ncccc12 | -3.8 | 23.2 | -3.1 | 2.3 | 21.8 | -7.1 | -33.9 | -14.7
Cc1nnc(NC(=O)CSc2nnc(-c3ccco3)n2C(C)C)s1 | 18.1 | 6.8 | -1.2 | 3.2 | 20.5 | 2.7 | 18.0 | -9.3
Nc1nc(N)c(Cc2ccc(Cl)cc2Cl)c(N)n1 | 12.3 | 13.7 | -1.7 | -0.5 | -4.9 | 31.5 | -27.3 | 4.8
Cc1ccnc(OC(C(=O)O)C(OCc2ccccc2)(c2ccccc2)c2ccc(C(F)(F)F)cc2)n1 (stereo unspecified) | 2.8 | 2.5 | -1.1 | 2.1 | 20.5 | -2.9 | -34.3 | 4.3
CCOC(=O)C(=O)Nc1ccccc1C(=O)NCc1ccccc1 | -0.4 | 7.6 | 1.4 | 2.7 | 13.1 | 6.8 | 10.5 | 12.0
O=C(Oc1ccc2c(=O)c(Oc3ccc4ccccc4c3)coc2c1)c1cccnc1 | -1.7 | 16.9 | -0.1 | 1.5 | 0.9 | 11.3 | -2.5 | 20.2
CCN(CC)S(=O)(=O)c1ccc(OC)c(NC(=O)c2cc(C)on2)c1 | 4.5 | -5.4 | -1.2 | 0.2 | 11.3 | -0.6 | 10.8 | 4.5
CC(C(=O)Nc1nncs1)N1C(=O)C2C3C=CC(C3)C2C1=O (stereo unspecified) | -12.3 | -0.4 | -3.6 | -0.5 | 10.8 | 5.6 | 3.1 | 11.4
CCc1nn(CC(=O)NCCc2ccc(S(N)(=O)=O)cc2)c(=O)c2cc3sccc3n12 | -4.2 | -7.1 | -5.6 | 1.2 | 16.6 | -10.1 | -9.9 | -15.9
CCC(C)N(C(=O)CCC(=O)Nc1cc(C)on1)C(C(=O)NC(C)(C)C)c1ccccc1Cl (stereo unspecified) | 7.0 | -1.5 | 1.3 | 1.2 | -8.1 | 8.0 | 18.2 | -4.3
COc1cc(NC(=S)NCc2cccnc2)cc(OC)c1OC | -4.3 | 5.8 | -0.6 | -0.7 | -24.9 | 1.0 | -4.8 | -4.4
O=C(c1ccccc1F)N1CCN(S(=O)(=O)c2ccc3c(c2)OCCO3)CC1 | 11.0 | 28.8 | -3.6 | -0.7 | 21.4 | 23.1 | 6.2 | 0.3
Cc1ccccc1NC(=O)COC(=O)COc1ccc2c(c1)CCC2 | -2.0 | 17.4 | -0.8 | -1.1 | 25.1 | 1.7 | -3.3 | -2.1
O=Cc1cn(CCC(=O)O)nc1-c1cc2ccccc2o1 | -18.3 | 22.9 | -3.5 | 0.4 | -0.4 | 16.6 | 17.7 | -4.5
COc1ccccc1-c1nc(C#N)c(N2CCc3ccccc3C2)o1 | 5.3 | 40.2 | 2.3 | 0.7 | 9.3 | 40.1* | 8.3 | 34.4
CCc1cc(C=C(Cl)Cl)oc(=O)c1C | 17.5 | 20.7 | 1.1 | 1.1 | -1.9 | -10.1 | -20.5 | -22.7
CCOc1ccccc1OCCOCCN1CC(C)OC(C)C1 (stereo unspecified) | -13.6 | -5.6 | 0.9 | -0.9 | 9.1 | 17.4 | 2.1 | -15.8
CN(CC(=O)N1CCN(c2ccccn2)CC1)S(=O)(=O)c1ccc2ccccc2c1 | 8.5 | 12.1 | -4.0 | -2.2 | 6.5 | 16.2 | 9.4 | -1.6
Cc1ccc(NC(=O)n2ccc(-c3ccc(-n4ccnc4)cc3)n2)cc1 | -6.2 | 3.4 | 4.2 | 2.7 | -36.0 | 9.3 | -24.4 | -3.1
O=c1[nH]c2c(s1)C(c1ccco1)C1C3CCC(C3)C1S2 (stereo unspecified) | 22.4 | 34.8 | -1.3 | -1.5 | -8.3 | 22.9 | -19.1 | 26.6
COC(=O)c1cnc(NNS(=O)(=O)c2ccc(C(F)(F)F)cc2)nc1C(F)(F)F | 12.0 | 5.0 | -3.9 | 1.1 | 3.5 | 9.1 | 15.8 | 7.3
COC(=O)c1c(NC(=O)Cc2cccs2)sc(C)c1C | 7.9 | 33.0 | 1.6 | 0.6 | -5.6 | 16.3 | 6.0 | 15.6
Cc1ccc(NC(=O)C2CCCN(S(=O)(=O)c3c(C)noc3C)C2)c(Br)c1 (stereo unspecified) | 4.2 | -10.8 | -5.1 | 2.3 | 2.1 | 4.0 | -28.8 | -1.5
Cc1cc(NC(=O)c2cc(-c3ccccn3)nc3ccccc23)no1 | 0.5 | -6.8 | -2.4 | -0.8 | 16.8 | -0.4 | 8.1 | -8.1
CC(=O)C1=C(O)C(=O)N(c2ccc(O)cc2)C1c1ccc(C)cc1 (stereo unspecified) | -6.4 | -8.1 | -3.8 | 1.6 | 7.2 | -3.5 | 1.9 | -15.3

An excerpt from above in order of their number in XBP1 UPR activ, low to high.
SMILES | XBP1 UPR activ
CC(=O)C1=C(O)C(=O)N(c2ccc(O)cc2)C1c1ccc(C)cc1 (stereo unspecified) | -3.8
Cc1cc(NC(=O)c2cc(-c3ccccn3)nc3ccccc23)no1 | -2.4
COC(=O)c1c(NC(=O)Cc2cccs2)sc(C)c1C | 1.6

The listing picks up, repeating the three entries before the break.
SMILES | Jurkat NFkB inh | tim23-1 inh | XBP1 UPR activ | CHOP UPR activ | Mdm2 MdmX PPI | tim10-1 inh | 697 NFkB inh | TIM10 inh
Cc1ccc(NC(=O)C2CCCN(S(=O)(=O)c3c(C)noc3C)C2)c(Br)c1 (stereo unspecified) | 4.2 | -10.8 | -5.1 | 2.3 | 2.1 | 4.0 | -28.8 | -1.5
Cc1cc(NC(=O)c2cc(-c3ccccn3)nc3ccccc23)no1 | 0.5 | -6.8 | -2.4 | -0.8 | 16.8 | -0.4 | 8.1 | -8.1
CC(=O)C1=C(O)C(=O)N(c2ccc(O)cc2)C1c1ccc(C)cc1 (stereo unspecified) | -6.4 | -8.1 | -3.8 | 1.6 | 7.2 | -3.5 | 1.9 | -15.3
Cc1cccc(OCC(=O)Nc2ccccc2N2CCCC2)c1C | 4.2 | 15.9 | -3.1 | 0.7 | 10.6 | 12.4 | -26.2 | -0.6
COc1ccc(NC(=O)/C(N=Nc2ccc(Cl)c(S(=O)(=O)Nc3ccc(Cl)cc3)c2)=C(\C)O)cc1 | 7.2 | 14.5 | -0.7 | 0.0 | 20.7 | 13.2 | -17.9 | 7.3
CC1=NN(C2=NS(=O)(=O)c3ccccc32)C(C)(O)C1 (stereo unspecified) | 9.3 | -2.6 | -3.2 | 1.3 | -1.2 | -3.9 | 16.3 | 5.2
O=C(O)c1ccc2c(c1)CCCN2 | 3.1 | -13.5 | -0.2 | 2.7 | -15.1 | 0.3 | 8.6 | 4.1
Cc1c(N2C(=O)c3ccccc3C2=O)c(=O)n(-c2ccccc2)n1C | 3.1 | 6.7 | 3.0 | 0.7 | -13.9 | 2.1 | 6.4 | 0.5
O=C(CNC(=O)c1ccccc1F)Nc1ccncc1 | 21.3 | -6.6 | -0.9 | 0.5 | 2.4 | -3.2 | 21.3 | -7.4
CCn1c(=S)sc2c(=O)n(CC(=O)Nc3ccccc3C(F)(F)F)c(C)nc21 | -6.2 | 6.7 | -0.9 | -0.7 | 52.6* | 9.1 | 19.5 | -6.0
CCCCCCC(=O)N=Nc1c(O)[nH]c2ccc([N+](=O)[O-])cc12 | 10.3 | 9.8 | -3.4 | -1.1 | 3.7 | 13.8 | 23.9 | 6.7
Cc1cc(C)nc(SCC(=O)NN=Cc2ccc(C)o2)n1 | 14.8 | 7.3 | 0.8 | 1.6 | 9.0 | 2.4 | 5.8 | -6.1
CCOC(=O)c1c(N)sc2c1CCCC2 | 10.2 | 11.4 | 2.2 | 0.2 | 6.9 | 21.6 | -0.4 | -10.3
O=c1cc(-c2ccc([N+](=O)[O-])cc2)c2ccc(O)cc2o1 | 1.2 | -0.4 | -2.5 | 1.0 | 21.8 | 2.8 | 16.3 | -2.7
O=C1CCc2cc(S(=O)(=O)NCc3ccc(Cl)cc3)cc3c2N1CC3 | 1.0 | -0.7 | -1.9 | 1.6 | -15.2 | 3.6 | 1.8 | 3.0
Cc1cccc(C)c1OCC(=O)Nc1nnc(C2CCCO2)s1 (stereo unspecified) | -1.1 | 19.6 | -0.9 | 0.4 | 1.4 | 7.0 | 11.0 | -8.6
CCc1ccc(NC(=O)C2CCCN(S(=O)(=O)c3cccnc3)C2)cc1 (stereo unspecified) | 3.9 | 13.8 | -3.3 | 0.5 | 7.9 | 12.9 | -12.8 | 6.7
Cc1cccc(NC(=O)CN2C(=O)N/C(=C/c3cc(C)n(C(C)C)c3C)C2=O)c1 | 9.0 | 6.6 | -2.0 | -1.0 | 33.1 | 12.0 | 13.8 | 1.6
CCOC(=O)C(Cc1ccccc1)C(=O)c1ccco1 (stereo unspecified) | -11.4 | 11.9 | 1.0 | -0.4 | -21.7 | 14.5 | 6.1 | 21.0
COc1ccc(OC)c(NC(=O)CSc2nc3nc(C)cc(C)n3n2)c1 | -5.8 | 11.3 | 0.2 | 0.5 | -5.1 | -0.8 | 7.5 | 4.9

The order is random; 6.6% or so of the library scored in one or more.
